Assay outcomes from PubChem BioAssay.
NPYLR7 agonist = activates Aedes aegypti NPYLR7 receptor | hit rate 0.15% among 270,000 | HEK293T NPYLR7/Galpha15, GCaMP6s calcium fluorescence | AID 1259423 | activation, % at 10 µM; in the data active means activation above about 40%;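 further: 0% = vehicle and 100% = reference agonist at the receptor; some compounds past the cut are filed as inactive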
mcGAS inh = blocks mouse cGAS activity. recombinant cGAS, Kinase-Glo ATP depletion luminescence. inhibition, % at 12.5 µM. Q8C6L5. hit rate 0.15% among 160,000;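 further: 0% = negative control wells and 100% = reference inhibitor with no enzyme activity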
hcGAS lum = blocks human cGAS activity. recombinant h-cGAS, ATP depletion, Kinase-Glo luminescence. inhibition, % at 12.5 µM. hit rate 0.081% among 290,000;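 further: 0% = vehicle reaction and 100% = reaction without DNA for no activity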
Target sequence (Q8N884 whole entry, looked up): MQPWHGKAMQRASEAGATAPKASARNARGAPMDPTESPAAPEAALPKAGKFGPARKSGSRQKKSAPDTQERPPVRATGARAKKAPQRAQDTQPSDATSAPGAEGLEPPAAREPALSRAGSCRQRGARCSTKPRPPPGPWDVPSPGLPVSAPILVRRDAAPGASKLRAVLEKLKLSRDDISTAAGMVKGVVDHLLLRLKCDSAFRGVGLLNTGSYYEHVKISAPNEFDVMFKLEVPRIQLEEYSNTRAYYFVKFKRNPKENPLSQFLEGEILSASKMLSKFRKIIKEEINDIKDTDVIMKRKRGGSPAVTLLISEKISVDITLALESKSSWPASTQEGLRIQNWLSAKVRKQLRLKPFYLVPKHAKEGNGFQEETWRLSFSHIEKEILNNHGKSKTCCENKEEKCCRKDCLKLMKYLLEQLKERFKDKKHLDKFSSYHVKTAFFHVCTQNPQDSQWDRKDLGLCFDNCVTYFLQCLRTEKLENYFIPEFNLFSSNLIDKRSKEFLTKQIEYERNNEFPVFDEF
Active calls of the source: *; & = joins results of further samples. Unless noted, no stated cut-off is given here; in the data, active means inhibition above about 40%; inactive means the rest. The order is random, and some 0.29% of all compounds hit somewhere here.

`CCOC(=O)N1CCN(C(=O)CC(c2cccc3c2OCO3)c2c[nH]c3c(CC)cccc23)CC1` (stereo not given) gave NPYLR7 agonist 5, mcGAS inh -9 and hcGAS lum -6.
Screening CCOC(=O)CCC[n+]1c(C)n(N)c2ccccc21 returned NPYLR7 agonist 1 and hcGAS lum -2.
`CC(C)COCC(O)CNc1ccc(-n2nc(OCC(C)C)nc2-c2ccc(C(F)(F)F)cc2)cc1` (stereo not given) gave NPYLR7 agonist -3, mcGAS inh -7 and hcGAS lum -6.
`CC(C)c1ccc(CN(C)Cn2nc(-c3cccs3)n(CC(N)=O)c2=S)cc1` gave NPYLR7 agonist 6, mcGAS inh -9 and hcGAS lum -6.
Cc1cccc(C(=O)NC(C(=O)NC2CC2)C2CCN(C(=O)c3ccc(F)cc3)CC2)c1 (stereo not given) was read as NPYLR7 agonist 9, mcGAS inh -5 and hcGAS lum -4.
For Cc1cccc(COn2cccc(C(=O)Nc3ccccc3[N+](=O)[O-])c2=O)c1 the results were NPYLR7 agonist 0, mcGAS inh -4 and hcGAS lum -3.
`CCc1ccc(CN2CCC(CCC(=O)NCC3CCCN3CC)CC2)o1` (stereo not given) gave NPYLR7 agonist 2 and hcGAS lum -12.
For COc1ccc(CCC(=O)Nc2c3c(nn2CC(=O)NCC2CCCO2)CSC3)cc1 (stereo not given) the results were NPYLR7 agonist -2, mcGAS inh -2 and hcGAS lum -1.
`O=C(O)CCN(Cc1ccccc1)C(=O)c1ccoc1` gave NPYLR7 agonist 17 and hcGAS lum -6.
Screening COc1ccc(C(CC(=O)NCCc2ccccc2)c2c[nH]c3ccccc23)cc1 (stereo not given) returned mcGAS inh -3 and hcGAS lum -3.
For Cc1nc(C2CCCN(C(=O)C(=O)Nc3cccc(C#N)c3)C2)no1 (stereo not given) the results were NPYLR7 agonist -3, mcGAS inh -19 and hcGAS lum -10.
For COc1cn(CC(=O)NCCc2ccccc2)c(CN2CCCCC2)cc1=O the results were NPYLR7 agonist 1, mcGAS inh -3 and hcGAS lum -4.
`Cc1csc(NC(=O)CSc2cc(F)ccc2F)n1` gave NPYLR7 agonist 1, mcGAS inh -7 and hcGAS lum -7.
`CN(C)c1nc(C=O)c(Cl)n1-c1ccccc1` gave NPYLR7 agonist 1 and hcGAS lum -6.
`N[C@@H](Cc1cscn1)C(=O)N1CCN(Cc2ccccc2CO)CC1` gave NPYLR7 agonist -18 and hcGAS lum 4.
`CCC(NCCc1ccc(O)cc1)C(=O)NC1CCCCC1` (stereo not given) gave NPYLR7 agonist 4, mcGAS inh -12 and hcGAS lum 2.
Screening CCc1c(C(=O)N2CCCC2)c(CC(C)C)nn1-c1ccc(Cl)cc1 returned mcGAS inh -11 and hcGAS lum -5.
Cc1ccsc1CNC(=O)N1CCC(OCC2CCCO2)CC1 (stereo not given) was read as NPYLR7 agonist 10 and hcGAS lum -10.
`O=C(c1ccc(CO)o1)N1C[C@H]2CC=CC[C@H]2C1` gave NPYLR7 agonist 10 and hcGAS lum -6.
Screening CC(=O)N(c1cccc(C)c1)c1nc(COC(=O)c2occc2C)cs1 returned NPYLR7 agonist -3 and hcGAS lum 4.
Screening Cc1nc(CC(=O)NCc2cc(CC(C)C)on2)cs1 returned NPYLR7 agonist -1 and hcGAS lum -9.
CC(=O)c1ccc(NC(=O)CSc2nc(=O)n(CCN3CCOCC3)c3c2CCCC3)cc1 was read as NPYLR7 agonist -3, mcGAS inh -7 and hcGAS lum -7.
Screening O=C(c1ccc(Cn2cnnn2)cc1)N1CCN(CC2CCCO2)CC1 (stereo not given) returned NPYLR7 agonist -17, mcGAS inh -8 and hcGAS lum 2.
For Cc1ccc(-c2nc(C)c(C(=O)NC(C)CCC3CCCO3)s2)c(C)c1 (stereo not given) the results were NPYLR7 agonist 1 and hcGAS lum 0.
C(=C(C1CC1)C1CC1)c1nc(-c2ccncc2)no1 was read as NPYLR7 agonist 1 and hcGAS lum -5.
Screening CCOc1ccc(C2NC(=O)NC(C)=C2C(=O)OCc2ccco2)cc1OC (stereo not given) returned NPYLR7 agonist 12, mcGAS inh -5 and hcGAS lum -4.
`CC(C)SC(NC(=O)OCc1ccccc1)C(=O)Nc1ccc(Oc2ccccc2)cc1` (stereo not given) gave NPYLR7 agonist 20, mcGAS inh -5 and hcGAS lum -7.
O=C(CCc1cn2ccccc2n1)N1CCOC(Cc2ccccc2)C1 (stereo not given) was read as NPYLR7 agonist 8 and hcGAS lum -4.
For Cc1ccc(-n2nc(C)c(Nc3c(C#N)c(=O)n(C)c(=O)n3C)c2C)cc1 the results were NPYLR7 agonist -3 and hcGAS lum -7.
`CC(C)c1ccccc1OC1CC2CCC(C1)N2C(=O)c1ccc(CSc2nnnn2-c2ccccc2)cc1` (stereo not given) gave NPYLR7 agonist 12, mcGAS inh -8 and hcGAS lum -19.

Molecules above with two or more sulfur atoms:
`CC(C)c1ccc(CN(C)Cn2nc(-c3cccs3)n(CC(N)=O)c2=S)cc1` gave NPYLR7 agonist 6, mcGAS inh -9 and hcGAS lum -6.
`Cc1csc(NC(=O)CSc2cc(F)ccc2F)n1` gave NPYLR7 agonist 1, mcGAS inh -7 and hcGAS lum -7.

New compounds follow:
For CC(CO)CN(Cc1ccccc1)C(=O)c1cccc2cccnc12 (stereo not given) the results were NPYLR7 agonist -3, mcGAS inh -17 and hcGAS lum -5.
For CC(C)CC(=O)N(Cc1c(-c2ccccc2)noc1N1CCCC1)C1CC1 the results were NPYLR7 agonist 3, mcGAS inh -6 and hcGAS lum -10.
Screening CCNC(=O)C1(C)CCCCN1CC(=O)c1ccc(C)cc1C (stereo not given) returned NPYLR7 agonist 5 and hcGAS lum -16.
Screening COc1ccc(C(=O)NCCCOc2cccnc2)cc1OC1CCN(C(C)=O)CC1 returned NPYLR7 agonist 8, mcGAS inh -6 and hcGAS lum 1.
COc1ccc(C2CC(c3cccc(F)c3)=NN2C(=O)CN2CCN(c3ccccc3F)CC2)cc1 (stereo not given) was read as NPYLR7 agonist 21, mcGAS inh -5 and hcGAS lum -7.
COc1cc2c(cc1NC(=O)C(F)(F)C1(F)OC(F)(F)C(F)(F)C1(F)F)oc1ccccc12 (stereo not given) was read as NPYLR7 agonist 3 and hcGAS lum -6.
`C=CCN1C(=O)C(Cc2ccccc2)NC12CCN(C(=O)c1ccc(C)cc1)CC2` (stereo not given) gave NPYLR7 agonist 25 and hcGAS lum -5.
Screening COCCNC(=O)COC(=O)c1cc(Br)cc(Br)c1N returned NPYLR7 agonist 8 and hcGAS lum -5.
CCOC(=O)CNC(=O)Nc1ccc(N2CCC(C)CC2)c(C(=O)NCCCOC)c1 was read as NPYLR7 agonist -3, mcGAS inh -4 and hcGAS lum -2.
For O=C(O)CSc1ccc2c3c(cccc13)C(=O)c1ccccc1-2 the results were NPYLR7 agonist 94*, mcGAS inh 66* and hcGAS lum 76*.
For CCOCCCN(CC(=O)N(CCc1ccc(OC)c(OC)c1)Cc1ccc(C)o1)C(=O)c1ccc(Cl)c(Cl)c1 the results were NPYLR7 agonist -11, mcGAS inh 1 and hcGAS lum -1.
CCc1cc(Oc2cccc(C)c2)nc(SCc2cc(F)cc(F)c2)n1 was read as NPYLR7 agonist 13, mcGAS inh -4 and hcGAS lum 9.
For Cc1ccc(N)cc1N1CCCS1(=O)=O the results were NPYLR7 agonist 13, mcGAS inh -18 and hcGAS lum -8.
`CC(C)(C)n1ncc2c(=O)n(NC(=O)c3cc(=O)c4ccccc4o3)cnc21` gave NPYLR7 agonist 4 and hcGAS lum -16.
`COc1cccc(CNC(=O)C2CCN(C(=O)[C@H](Cc3ccccc3)NC(=O)Nc3c(F)cc(Br)cc3Br)CC2)c1` gave NPYLR7 agonist 2, mcGAS inh -8 and hcGAS lum -9.

Four neighbouring records out of the list so far, for reference:
CCc1cc(Oc2cccc(C)c2)nc(SCc2cc(F)cc(F)c2)n1 was read as NPYLR7 agonist 13, mcGAS inh -4 and hcGAS lum 9.
For Cc1ccc(N)cc1N1CCCS1(=O)=O the results were NPYLR7 agonist 13, mcGAS inh -18 and hcGAS lum -8.
`CC(C)(C)n1ncc2c(=O)n(NC(=O)c3cc(=O)c4ccccc4o3)cnc21` gave NPYLR7 agonist 4 and hcGAS lum -16.
`COc1cccc(CNC(=O)C2CCN(C(=O)[C@H](Cc3ccccc3)NC(=O)Nc3c(F)cc(Br)cc3Br)CC2)c1` gave NPYLR7 agonist 2, mcGAS inh -8 and hcGAS lum -9.

Continuation.
Screening CC(C)N(Cc1cccc(OS(=O)(=O)c2ccc(F)cc2)c1)C(=O)Nc1ccc(Cl)cc1 returned NPYLR7 agonist -13, mcGAS inh 0 and hcGAS lum -2.
Screening C=CCNC(=O)CCCn1c(=O)[nH]c2ccsc2c1=O returned NPYLR7 agonist 1 and hcGAS lum 2.
CCCc1c(C(=O)Nc2cccc(-c3cccc(-c4cc(OC)ccc4OC)n3)c2)cnn1-c1ccccc1 was read as NPYLR7 agonist 19, mcGAS inh -7 and hcGAS lum -4.
Screening O=C1OC(c2ccc(Cl)cc2)=NC1=Cc1ccc(N2CCOCC2)s1 returned NPYLR7 agonist 2, mcGAS inh -5 and hcGAS lum -9.
For CCCCCc1ccc(C(=O)N(CC(=O)N2CCc3sccc3C2c2ccc(Cl)cc2Cl)CC2CCCO2)cc1 (stereo not given) the results were NPYLR7 agonist -7, mcGAS inh 0 and hcGAS lum 1.
For CCOc1ccccc1C1CC(=O)NC(SCC(=O)OC)=C1C#N (stereo not given) the results were NPYLR7 agonist -3, mcGAS inh -5 and hcGAS lum -6.
`O=C(NC(c1ccc(F)cc1)c1ccc2ccccc2n1)C1CCN(C/C=C/c2ccccc2)CC1` (stereo not given) gave NPYLR7 agonist 36, mcGAS inh -5 and hcGAS lum -3.
CC(C)c1ccc(S(=O)(=O)N2CCN(c3ccncc3)CC2)cc1 was read as NPYLR7 agonist -1, mcGAS inh -15 and hcGAS lum -6.
COc1cccc(C2CCN(C(=O)c3cccc(NCC(=O)O)c3)C2)c1OC (stereo not given) was read as NPYLR7 agonist 6, mcGAS inh -16 and hcGAS lum -4.
Screening O=C(Nc1ccc(N2CCNC2=O)cc1)C1CCCN(C(=O)N2CCCC2)C1 (stereo not given) returned NPYLR7 agonist 2 and hcGAS lum -5.
`CC(C)C(NC(=O)Cn1nc2ccccc2n1)c1nnc2n1CCNCC2` (stereo not given) gave NPYLR7 agonist 1 and hcGAS lum 1.
CC1CCN(C(c2ccc([N+](=O)[O-])cc2)C2Sc3nc(-c4ccco4)nn3C2=O)CC1 (stereo not given) was read as NPYLR7 agonist 0, mcGAS inh -7 and hcGAS lum -5.
Screening COCCn1c(=O)c2c(nc3n(-c4ccc(C(F)(F)F)cc4)c(C)c(C)n23)n(C)c1=O returned NPYLR7 agonist 8, mcGAS inh -7 and hcGAS lum -7.
For N#Cc1ccc(NC(=O)NCc2ccc(OCc3cccnc3)cc2)cc1 the results were NPYLR7 agonist 2, mcGAS inh -4 and hcGAS lum -1.
`CC(C)(C(=O)Nc1nnc(-c2ccccn2)s1)c1ccccc1F` gave NPYLR7 agonist 18, mcGAS inh -12 and hcGAS lum -7.

Two compounds drawn at random from the list so far:
Screening COCCn1c(=O)c2c(nc3n(-c4ccc(C(F)(F)F)cc4)c(C)c(C)n23)n(C)c1=O returned NPYLR7 agonist 8, mcGAS inh -7 and hcGAS lum -7.
COc1cccc(C2CCN(C(=O)c3cccc(NCC(=O)O)c3)C2)c1OC (stereo not given) was read as NPYLR7 agonist 6, mcGAS inh -16 and hcGAS lum -4.

Remaining list, next part.
For COc1ccc(O)c(C=NNC(=O)c2sc3ccccc3c2O)c1 the results were NPYLR7 agonist -3, mcGAS inh 5 and hcGAS lum 9.
For COCCNC(=O)C1(C)CCCN(CCOc2ccc(Cl)cc2)C1 (stereo not given) the results were NPYLR7 agonist 4, mcGAS inh -1 and hcGAS lum 0.
O=c1[nH]c(=O)n(C2C[C@H](O)[C@@H](CO)O2)cc1C(F)(F)F (stereo not given in full) was read as NPYLR7 agonist 1&15 and hcGAS lum -1&-6.
For N#CC(C=Nc1ccc2c(c1)OCO2)c1nc(C2CC2)cs1 (stereo not given) the results were NPYLR7 agonist 4, mcGAS inh -7 and hcGAS lum -5.
Screening CC1CCC2(CC1)N=C(N1CCN(C)CC1)NC(=O)C2C#N (stereo not given) returned mcGAS inh -7 and hcGAS lum -11.
For Cc1[nH]n(-c2ccccc2)c(=O)c1N=Nc1ccc(-c2ccccc2)cc1[N+](=O)[O-] the results were NPYLR7 agonist 3, mcGAS inh -7 and hcGAS lum -10.
For CC(C)C(NC(=O)c1ccccc1)c1nnn(Cc2ccccn2)n1 (stereo not given) the results were NPYLR7 agonist 2 and hcGAS lum -6.
S=c1nc(-c2ccccc2Br)[nH]n1CN1CCN(Cc2ccccn2)CC1 was read as NPYLR7 agonist 6 and hcGAS lum -3.
Screening CC(Cn1cccn1)C(=O)NCc1cccnc1N(C)C (stereo not given) returned NPYLR7 agonist -1 and hcGAS lum -4.
CCSc1nnc2c(n1)OC(C)(CC)Nc1ccccc1-2 (stereo not given) was read as NPYLR7 agonist 1, mcGAS inh 0 and hcGAS lum 3.
For CCc1nc2ccc(C(=O)Nc3cccc(OC)c3)cn2c1N(C)Cc1ccc(Cl)cc1 the results were NPYLR7 agonist 1, mcGAS inh -2 and hcGAS lum 1.
Screening O=[N+]([O-])c1ccc(S(=O)(=O)NCc2ccc(Cl)cc2)cc1 returned NPYLR7 agonist 31 and hcGAS lum 0.
O=C(CCN1C(=O)c2cccc([N+](=O)[O-])c2C1=O)Nc1ccc(N2CCCCC2)cc1 was read as NPYLR7 agonist -5, mcGAS inh -3 and hcGAS lum -1.
Screening CN(C)C(=O)Cn1nc(-c2ccccc2)c2ccccc2c1=O returned NPYLR7 agonist 2, mcGAS inh -7 and hcGAS lum -6.
For Cc1noc(-c2ccco2)c1C(=O)NCCC1CCCN1C (stereo not given) the results were NPYLR7 agonist 17, mcGAS inh -5 and hcGAS lum -8.
